Compound activity deposited in PubChem BioAssay by National Center for Advancing Translational Sciences (NCATS).
IMPase Li inh – IMPase inhibition in cells with lithium potentiation | Potency, µM (titrated, usually from 59.4 µM), for the others: at the top dose activity, negative = IMPase inhibition, most hits filed as inhibitors | 0.35% of 210,000 active | CHO-M1 cells, IP1 TR-FRET (IP-One), carbachol + lithium;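 note: IP1 builds up when IMPase is blocked and the TR-FRET signal falls; potency is the fitted concentration of half-maximal effect; plate controls were basal vehicle for no effect and high inhibitor control for full effect; nearly all actives have a fitted effect of over 50% in size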
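Steps: plate 2000 CHO-M1 cells per well and culture 16–30 h; add compound and lithium; incubate 30 min, 37C; add d2-IP1 tracer and Eu cryptate anti-IP1 antibody in lysis buffer; read after 10 min at room temperature.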
CBFb-RUNX1 inh – CBF-beta/RUNX1 interaction disruption. Q01196+Q13951. AlphaScreen CBFb-His/RUNX1-biotin binding, biochemical. Potency, µM (highest dose often 59.8 µM), inactives show at the top dose activity, negative = inhibition, hits mostly inhibitors. 230,000 tested, under 10 active. AID 1477; note: % of control where 0% means no effect
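Proteins preincubated together for 20 min at RT before compound addition; 15 min later, nickel and streptavidin beads were added and left 90 min prior to AlphaScreen measurement.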
KinaseGlo FLuc – Kinase-Glo luciferase inhibition (counter-screen); Kinase-Glo luciferase, ATP luminescence, 8 min; AID 1379; 0.28% of 200,000 active; Potency, µM (top dose mostly 38.3 µM), for the others: top-dose activity change, negative = inhibition, usual class: inhibitors; Q27757; note: potency is the fitted concentration of half-maximal effect; % is set by controls: 0 for no effect and ±100 for the full control effect; nearly all actives have a fitted effect of over 60% in size
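Recombinant Kinase-Glo luciferase, 10 uM ATP (linear range), luciferin; imidazole pH 7.2 / KCl / MgCl2 / Tween / BSA buffer; 8 min RT; luminescence.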
HttQ103 aggreg – mutant huntingtin aggregation inhibition. PC12 HttQ103-GFP aggregates, Acumen cytometry, 40 h. Potency, µM (highest dose often 46.1 µM), without a hit: top-dose activity change, negative = inhibition, hits mostly inhibitors. 1.1% of 220,000 active. AID 1688; note: potency is the fitted concentration of half-maximal effect; % is set by controls: 0 for no effect and ±100 for the full control effect; nearly all actives have a fitted effect of over 60% in size
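Quantitative HTS on tebufenozide-induced (100 nM) PC12 cells stably expressing polyQ103 Huntingtin exon 1–GFP. Reduction of bright GFP aggregates, detected by laser scanning cytometry after lysis, identified actives across the titration.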
NPSR antag – neuropeptide S receptor (human) antagonism, cAMP; 1% of 220,000 active; CHO-NPSR cells, cAMP TR-FRET, antagonist mode; Potency, µM (doses to about 38.3 µM), without a hit: top-dose activity change, negative = inhibition, hits mostly inhibitors; note: potency is the fitted concentration of half-maximal effect; % is set by controls: 0 for no effect and ±100 for the full control effect; nearly all actives have a fitted effect of over 50% in size; many of its hits are not listed in these tables
L3MBTL1 block – blocks human L3MBTL1 | 0.66% of 230,000 active | Potency, µM (titrated, usually from 57.1 µM), without a hit: top-dose activity, negative = inhibition, most hits filed as inhibitors | AlphaScreen L3MBTL1–H3K9me1 peptide binding | Q9Y468; note: potency is the fitted concentration of half-maximal effect; % is set by controls: 0 for no effect and ±100 for the full control effect; nearly all actives have a fitted effect of over 60% in size
Target sequence (Q9Y468 whole entry, looked up): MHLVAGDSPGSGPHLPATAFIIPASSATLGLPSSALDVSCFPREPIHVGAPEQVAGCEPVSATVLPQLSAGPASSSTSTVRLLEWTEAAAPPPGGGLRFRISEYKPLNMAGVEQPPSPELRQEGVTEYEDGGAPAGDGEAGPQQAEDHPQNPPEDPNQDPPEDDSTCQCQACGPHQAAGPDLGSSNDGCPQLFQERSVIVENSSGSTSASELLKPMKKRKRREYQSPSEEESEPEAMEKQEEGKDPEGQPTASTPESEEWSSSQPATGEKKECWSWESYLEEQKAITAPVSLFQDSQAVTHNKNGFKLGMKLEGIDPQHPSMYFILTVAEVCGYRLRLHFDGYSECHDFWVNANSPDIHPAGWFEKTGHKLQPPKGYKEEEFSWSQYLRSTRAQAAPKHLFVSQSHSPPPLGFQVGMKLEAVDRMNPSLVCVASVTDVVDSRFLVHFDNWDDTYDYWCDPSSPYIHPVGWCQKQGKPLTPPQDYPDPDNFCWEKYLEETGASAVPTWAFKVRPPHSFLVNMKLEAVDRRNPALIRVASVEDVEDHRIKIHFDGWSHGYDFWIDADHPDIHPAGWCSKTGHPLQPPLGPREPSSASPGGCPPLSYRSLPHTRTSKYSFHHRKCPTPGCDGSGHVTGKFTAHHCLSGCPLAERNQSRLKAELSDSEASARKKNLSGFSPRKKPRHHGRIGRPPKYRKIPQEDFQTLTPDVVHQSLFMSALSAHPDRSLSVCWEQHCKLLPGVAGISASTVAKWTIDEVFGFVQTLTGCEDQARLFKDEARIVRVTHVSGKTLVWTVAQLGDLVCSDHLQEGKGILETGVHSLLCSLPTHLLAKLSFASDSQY
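L3MBTL1 (50 nM) pre-complexed 30 min with biotinylated H3(1-15)K9me1 peptide (75 nM), then compounds added for 30 min at room temperature; AlphaScreen streptavidin donor/nickel chelate acceptor beads (10 ug/mL final) read after 30 min dark incubation.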
Epigenetic derep – derepresses silenced GFP reporter in murine cells. murine LDR cells, GFP reporter derepression, 30 h. Potency, µM (titrated, usually from 53.9 µM), for inactives: at the highest dose GFP activation, usual class: activators. 0.2% of 280,000 active. AID 1865; note: potency is the fitted concentration of half-maximal effect; % of control where 0% means no effect; nearly all actives have a fitted effect of over 60% in size
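Reporter derepression read as number of fluorescent GFP-positive objects, 20-120 um in size, counted by laser-scanning cytometer. Mouse LDR line with an epigenetically silenced CMV-GFP locus; compound incubation 30 h, 37 C.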
Numbers without * were called inactive; ? = inconclusive; / = no result given; & = joins results of further samples; [ ] = dose if it differs, or a comment. Calls come from the whole dose curve; as a rule, active = well fitted curve in the direction sought with a large enough effect; inconclusive = small, poorly fitted or top-dose-only effect, or another doubt; inactive = no such curve, though single readings can be large; an effect the other way counts as inactive or inconclusive.

Structure	IMPase Li inh	CBFb-RUNX1 inh	KinaseGlo FLuc	HttQ103 aggreg	NPSR antag	L3MBTL1 block	Epigenetic derep
CC(=O)Nc1nnc(SCC(=O)c2ccc3c(c2)Cc2ccccc2-3)s1	?	3%	-2%	4%	-12%	1%	1.9%
O=C(N/C(=C/c1cccnc1)C(=O)N1CCOCC1)c1ccccc1F	/	-3%	/	11%[9.22 µM]	-7%[7.67 µM]	8%	-0.3%
Cc1ccccc1C(=O)NNc1ccc([N+](=O)[O-])cc1	-8%[38.3 µM]	1%	0%	-9%	-19%[46.1 µM]	/	-1.5%
CC(=O)NC(CC(=O)OCC(=O)c1c(N)n(C)c(=O)n(C)c1=O)c1ccccc1 (stereo unspecified)	17%	-13%	1%	5%	6%	-13%	-0.4%
CCO/N=C(\N)c1[nH]ncc1Br	/	6%	/	0%[9.22 µM]	-13%	5%	1.2%
COC(=O)COc1ccc(S(=O)(=O)NCc2ccco2)cc1	2%[38.3 µM]	3%	0%	0%	7%[46.1 µM]	/	0.0%
Cc1cc(NC(=O)CSc2nccn2C)no1	3%	-3%	2%	22%	11%	5%	-1.5%
O=[N+]([O-])c1ccc(Nc2c3ccccc3nc3ccccc23)cc1	15%	?	-2%	?	6.3µM*	/	3.8%
O=C(CCc1nc2ccccc2[nH]1)Nc1ccccc1	18%[38.3 µM]	6%	0%	-4%	-8%[46.1 µM]	/	0.0%
Cc1ccc(N2C(=O)CN(Cc3sccc3C)C2=S)cc1C	7%	0%	-2%	?	-15%[46.1 µM]	8%	0.0%

(list continues)
Structure	IMPase Li inh	CBFb-RUNX1 inh	KinaseGlo FLuc	HttQ103 aggreg	NPSR antag	L3MBTL1 block	Epigenetic derep
CN(C)C(=S)N=Nc1[nH]c2ccccc2c1O	12%	-2%	-17%	-3%	?	11%	?
Oc1ccc(Br)cc1CNc1ccccn1	/	7%	/	-4%[9.22 µM]	-20%[7.67 µM]	9%	-0.3%
CC(C)Cn1c2c(c(=O)[nH]c1=O)C(NS(=O)(=O)c1ccc(Cl)cc1)(C(F)(F)F)C(=O)N2 (stereo unspecified)	/	11%	/	30%[9.22 µM]	15%	1%	-4.2%
CNc1nc2sc3c(c2c(=O)n1C)CC(C)(C)SC3	4%[38.3 µM]	6%	-2%	23%[9.22 µM]	-8%[46.1 µM]	-8%	-7.5%
Cc1ccc(COc2ccc(Br)cc2/C=N/O)cc1	17%[38.3 µM]	4%	-4%	-11%	-12%[46.1 µM]	1%	0.0%
COc1ccc2nc(SCCN(C)C)[nH]c2c1	13%	0%	-1%	-7%[9.22 µM]	4%	6%	1.0%
CC(C)CN(C(=O)CN1CCN(c2ccccc2O)CC1)c1c(N)n(CC(C)C)c(=O)[nH]c1=O	-2%	8%	-1%	-4%	3%	6%	-0.9%
C[C@@H]1c2ccccc2CN1CC1=NCCN1	9%	12%[21.7 µM]	0%	/	/	/	-2.4%
COc1ccc(Cn2c(=O)[nH]c3cc(C(=O)NCCCN4CCCC4)ccc3c2=O)cc1	48%[activator][38.3 µM]	0%	0%	?	-15%[46.1 µM]	/	1.6%
CCn1c(SCC(=O)NC(=O)NC(C)(C)C)nc2ccccc21	-10%	11%	0%	8%	12%	/	2.5%

Continuation:
Structure	IMPase Li inh	CBFb-RUNX1 inh	KinaseGlo FLuc	HttQ103 aggreg	NPSR antag	L3MBTL1 block	Epigenetic derep
Cc1ccc(CNC(=O)/C=C/c2cccs2)cc1	3%	2%	1%	2%	2%	3%	-1.7%
Cc1[nH]c2ccccc2c1C1(O)C(=O)N(Cc2ccc3c(c2)OCO3)c2ccccc21 (stereo unspecified)	14%[38.3 µM]	2%	-4%	?	9%[46.1 µM]	-8%	2.4%
Cc1ccc(C)c(N2CCN(C(=O)C3CCCCN3S(=O)(=O)c3ccc(F)cc3)CC2)c1 (stereo unspecified)	31%[38.3 µM]	10%	-4%	-26%	-24%[46.1 µM]	/	-1.0%
CCOC(=O)c1cnn(-c2nc(-c3ccccc3)cs2)c1C(F)(F)F	-12%[38.3 µM]	?	4%	-20%	-15%[46.1 µM]	51%[activator]	-1.9%
O=C(NCCc1nc2ccccc2[nH]1)c1ccco1	-20%[38.3 µM]	4%	-2%	-7%	-3%[46.1 µM]	0%	-0.7%
Cc1cc(N/N=C/c2ccc(O)c(C)c2O)nc(-c2ccccc2O)n1	18%	-2%	0%	16µM*	?	3%	0.0%
NNC(=S)Nc1ccccc1Cl	6%	-12%	-4%	-3%	6%	-4%	3.5%
CCOC(=O)c1cccc(NC(=O)CCc2nc(-c3ccccc3F)no2)c1	-1%[38.3 µM]	26%	-2%	-10%	3%[46.1 µM]	5%	0.8%
Cc1ccc([N+](=O)[O-])c(OCCn2cnc3ccccc32)c1	10%	-1%	-5%	-19%	-1%	-6%	0.0%
Cc1ccc(/C=N\NC(=O)CCc2n[nH]c(=O)[nH]c2=O)o1	-3%	4%	-1%	-5%	14%	/	-2.2%

Following part
Structure	IMPase Li inh	CBFb-RUNX1 inh	KinaseGlo FLuc	HttQ103 aggreg	NPSR antag	L3MBTL1 block	Epigenetic derep
CCOc1ccc(CCNC(=O)COC(=O)Cn2cnc3ccccc3c2=O)cc1OCC	-9%	9%	-2%	-10%	-2%	-4%	1.1%
CS(=O)(=O)N(CC(=O)NCc1ccco1)Cc1ccc(Cl)cc1	37%[38.3 µM]	6%	1%	6%	-13%[46.1 µM]	37%[activator][11.4 µM]	-2.7%
CCOc1cc(/C=N/Nc2nc(=O)[nH]nc2C)ccc1O	9%	3%	-17%	11%	-18%	6%	-2.9%
COc1ccccc1C1CC(c2ccc(NS(C)(=O)=O)cc2)=NN1C(=O)c1ccccc1 (stereo unspecified)	2%	1%	6%	19%	-49%	/	-1.2%
CC(C)OCC1CO1 (stereo unspecified)	8%	7%[21.7 µM]	/	/	/	-3%	/
CC1=CC(=C(C#N)C#N)C=C(C)N1Cc1ccccc1	1%	2%	/	8%	-36%	/	-1.3%
Cc1cc(C)c(S(=O)(=O)c2ccccc2C)c(Cl)n1	5%[38.3 µM]	0%	2%	0%	-10%[46.1 µM]	9%	0.0%
Cc1cc(=O)oc2cc(OCCSc3nnc(-c4ccccc4)o3)ccc12	2%	-16%	3%	-8%	-8%	-1%	-1.9%
O=[N+]([O-])c1ccccc1OCCCNCc1ccccc1	1%	-1%	-2%	-15%	-2%	/	0.1%
Cc1cccc2sc(N(CCCN(C)C)C(=O)c3ccc(Cl)s3)nc12	15%	12%	-2%	?	-38%	/	2.7%&-2.5%

The listing continues:
Structure	IMPase Li inh	CBFb-RUNX1 inh	KinaseGlo FLuc	HttQ103 aggreg	NPSR antag	L3MBTL1 block	Epigenetic derep
CCN1CCN(C(c2cc3cc4c(cc3[nH]c2=O)OCO4)c2nnnn2C(C)(C)CC)CC1 (stereo unspecified)	-6%[38.3 µM]	1%	0%	-12%	11%[46.1 µM]	2%	-1.2%
CCN(CC)S(=O)(=O)c1ccc2oc(C(=O)N3CCOCC3)c(C)c2c1	14%[38.3 µM]	16%	-2%	16%	-7%[46.1 µM]	-2%[11.4 µM]	-3.0%
O=C(O)CCNS(=O)(=O)c1ccc2c(c1)CCCC2	-12%	-22%	8%	-3%	14%	-8%	?
COCCN(CCOC)C(=O)Nc1ccc(Cl)cc1	10%	6%	1%	4%	18%	-1%	-0.8%
Cc1ccc(CNc2ccc3c(c2)ncn3C(C)(C)C)cc1	3%	-20%	2%	-11%	-34%	/	0.1%
COc1ccccc1N1CCN(C(=O)c2cc3c(s2)CCC3)CC1	27%[38.3 µM]	10%	0%	-23%[1.84 µM]	?	/	-1.0%
CCC(=O)N1CCN(c2cc(C)ccc2C)CC1	27%[38.3 µM]	4%	-1%	9%	-6%[46.1 µM]	/	1.9%
COc1cc(CN2CCN(c3ccc(C)cc3)CC2)cc([N+](=O)[O-])c1O	0%[38.3 µM]	-6%	-5%	27%	-10%[46.1 µM]	-5%	0.5%
COCCn1c(COc2ccc(OC)cc2)nc2ccccc21	34%[38.3 µM]	-1%	-27%	-6%	0%[46.1 µM]	/	-0.1%
Cc1ccc(C(c2nnnn2C2CCCCC2)N2CCc3ccccc32)cc1 (stereo unspecified)	3%	-13%	1%	-19%	-42%	-10%	0.0%

Next records:
Structure	IMPase Li inh	CBFb-RUNX1 inh	KinaseGlo FLuc	HttQ103 aggreg	NPSR antag	L3MBTL1 block	Epigenetic derep
COc1ccc(/C(C)=N/Nc2nc3ccccc3nc2C)cc1	/	-15%	/	-1%[9.22 µM]	-58%	?	15%
Cc1nn(C)cc1C(C(=O)NC1CCCCC1)N(Cc1ccccc1Cl)C(=O)c1cnccn1 (stereo unspecified)	10%	-3%	-3%	2%[9.22 µM]	-8%	-4%	-1.1%
Cc1ccc(-c2nc(N)c3c(-c4ccc(C)cc4)nn(C(C)(C)C)c3n2)cc1	-6%	4%	5%	-3%	-7%[46.1 µM]	3%	0.8%
COc1ccc(-c2nc3cc([N+](=O)[O-])ccc3o2)cc1	/	1%	/	8%	-10%	-1%	-5.4%
O=C(CNC(=O)C1CCCCC1)Nc1ccc(F)c(Cl)c1	-4%	19%	0%	0%	-5%	9%	-0.4%
COc1cc(C(=O)NCCCN(C)C)ccc1OCC(=O)Nc1cccc(C(F)(F)F)c1	12%	4%	0%	16%	2%	-11%	-0.1%
Cc1noc(NS(=O)(=O)c2ccc(NC(=O)CCn3c(=O)oc4ccccc43)cc2)c1C	50%[activator][38.3 µM]	12%	2%	3%	-8%[46.1 µM]	24%	0.0%
Cc1ccc2[nH]c(=O)c(C(c3nnnn3C(C)(C)C)N(Cc3ccco3)CC3CCCO3)cc2c1 (stereo unspecified)	-1%[38.3 µM]	0%	-2%	2%	?	8%	-0.9%
CC1CCN(CC(=O)Nc2ccc(Cl)cc2[N+](=O)[O-])CC1	10%	0%	-3%	11%	-8%	/	0.1%
O=C(NCc1ccccc1)NC1(C(=O)N2CCCC2)CCCCC1	5%[38.3 µM]	3%	-3%	8%	-2%[46.1 µM]	2%	0.0%
Cc1cccc2sc(N(CCCN(C)C)C(=O)c3ccco3)nc12	26%	10%	3%	4%	-23%	-22%	-2.3%
COc1ccccc1C(=O)NCCn1cc(SCC(=O)Nc2nnc(C)s2)c2ccccc21	14%[38.3 µM]	-8%	-5%	16%	?	4%	-1.4%
COC(=O)[C@H](NC(=O)c1cc(-c2ccccc2)nc2ccccc12)c1ccccc1	8%&6%	11%	-2%&0%	/	?	/	-0.2%&-2.7%

Not all compounds are listed; rates above refer to the full screens.
